# Assay outcomes: PubChem, NMMLSC
# Rac1 wt modul = human Rac1 wildtype GTP binding, inhibitors and activators; hit rate 0.27% among 190,000; GTP binding activity (% of control), % at 10 µM; GST-Rac1 beads, fluorescent GTP binding, flow cytometry; actives lie on both sides; 0 = cold GTP competed, 100 = untreated;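 active means GTP binding activity at least 20 points away from the 100% control level, either lower or higher; inconclusive means compound flagged as likely green fluorescent, judged across all proteins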
# Rab7 wt modul = dog Rab7 wildtype GTP binding, inhibitors and activators. GST-Rab7 beads, fluorescent GTP binding, flow cytometry; actives lie on both sides; untreated = 100%, excess cold GTP = 0%. GTP binding activity (percent of control), % at 10 µM. hit rate 0.055% among 190,000. AID 758;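 active means fluorescent GTP binding to Rab7 beads changed by at least 20 points from the 100% baseline, either direction, mostly lower; inconclusive means compound itself probably fluorescent, or too few beads counted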;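 further: median green fluorescence of bound Bodipy-FL-GTP per Rab7 bead population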
# Bcl-2 Bim block = human Bim-Bcl-2 interaction inhibition; inhibition, % at 10 µM; Bead-based flow cytometry, Bim peptide-Bcl-2 binding; hit rate 0.06% among 190,000; AID 950; in the data active means inhibition above about 40%; inconclusive means no clear call, values can overlap the other calls;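 further: 0% = no compound wells with probe peptide and 100% = reference peptide inhibitor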
# Target sequence (P10415 whole entry, looked up): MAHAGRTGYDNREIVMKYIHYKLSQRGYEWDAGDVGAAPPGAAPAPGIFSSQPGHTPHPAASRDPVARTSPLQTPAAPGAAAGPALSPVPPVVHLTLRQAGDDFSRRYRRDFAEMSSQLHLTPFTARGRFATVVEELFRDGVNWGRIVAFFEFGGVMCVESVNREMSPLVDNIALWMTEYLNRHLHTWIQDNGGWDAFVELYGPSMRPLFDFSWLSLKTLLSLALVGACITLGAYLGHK
# Rac1 mut GTP = human Rac1 activated mutant GTP binding change | P63000 | GST-Rac1 activated beads, fluorescent GTP binding, flow cytometry; actives lie on both sides; 100% means binding = to untreated wells | percent activity (GTP binding), % at 10 µM | hit rate 0.11% among 190,000 | AID 764;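 active means GTP binding at least 20 percentage points away from the 100% baseline, in either direction, so actives lie on both sides; inconclusive means Compound likely fluorescent itself, or too few beads counted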
# HRas wt GTP bind = human HRas wildtype GTP binding, change in either direction. GST-Ras wt beads, Bodipy-FL-GTP binding, flow cytometry; actives lie on both sides. GTP binding activity, % at 10 µM. hit rate 0.14% among 190,000. AID 759;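 active means GTP binding activity at least 20% away from the 100% baseline, either lowered as inhibitor or raised as activator; inconclusive means flagged as likely green fluorescent, judged across all proteins in the well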;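 further: 0% = unlabeled GTP competition control and 100% = no-compound control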
# Target sequence (P01112 whole entry, looked up): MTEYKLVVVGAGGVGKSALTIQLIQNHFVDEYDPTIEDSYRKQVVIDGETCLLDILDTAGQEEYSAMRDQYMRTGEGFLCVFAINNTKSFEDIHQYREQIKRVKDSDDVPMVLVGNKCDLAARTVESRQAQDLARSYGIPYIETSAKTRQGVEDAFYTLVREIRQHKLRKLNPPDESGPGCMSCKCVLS
# Bfl-1 Bim block = inhibitors of Bim-Bfl-1 interaction, human; Q16548; Bead-based flow cytometry, Bim-Bfl-1 binding inhibition; inhibition, % at 10 µM; hit rate 0.12% among 190,000; AID 1008;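 further: 0% = wells without compound plus tracer and 100% = blocker peptide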
# Bcl-W Bim block = inhibitors of Bim-Bcl-W interaction, human. bead-based flow cytometry, Bim peptide-Bcl-W binding. hit rate 0.02% among 190,000. inhibition, % at 10 µM. Q92843;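 further: 0% = bound tracer without compound and 100% = peptide blocker; higher means less fluorescent Bim peptide bound to Bcl-W beads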
# Target sequence (Q92843 whole entry, looked up): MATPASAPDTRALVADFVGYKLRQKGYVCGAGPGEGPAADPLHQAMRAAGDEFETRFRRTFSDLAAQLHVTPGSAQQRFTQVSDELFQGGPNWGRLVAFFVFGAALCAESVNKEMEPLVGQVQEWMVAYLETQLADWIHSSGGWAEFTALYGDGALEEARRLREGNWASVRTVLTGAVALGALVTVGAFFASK
# Bim-Bcl-B = disrupts Bim peptide binding to human Bcl-B | Q9HD36 | hit rate 0.073% among 190,000 | AID 951 | bead-based flow cytometry | inhibition, % at 10 µM;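 further: 0% = tracer peptide without compound and 100% = reference inhibitor peptide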
# Target sequence (Q9HD36 whole entry, looked up): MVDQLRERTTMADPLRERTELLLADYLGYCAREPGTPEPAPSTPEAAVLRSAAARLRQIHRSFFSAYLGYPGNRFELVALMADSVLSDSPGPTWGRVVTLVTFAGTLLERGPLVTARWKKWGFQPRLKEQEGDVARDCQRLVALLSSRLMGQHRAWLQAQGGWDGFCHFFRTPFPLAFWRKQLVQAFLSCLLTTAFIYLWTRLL
# Cdc42 wt GTP = changes GTP binding to wildtype human Cdc42 | P60953 | GST-Cdc42 beads, Bodipy-GTP binding, flow cytometry; actives lie on both sides | percent activity (GTP binding), % at 10 µM | hit rate 0.2% among 190,000 | AID 761;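 active means percent activity GTP binding at least 20 points away from the 100% baseline, either down as inhibitor or up as activator; inconclusive means compound flagged as likely green fluorescent from well-wide comparison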;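 further: median bead fluorescence of bound Bodipy-FL-GTP at 100 nM; 0% = excess unlabeled GTP control and 100% = no compound control; below 100% means less GTP binding so inhibitor and above means activator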
# Target sequence (P60953 whole entry, looked up): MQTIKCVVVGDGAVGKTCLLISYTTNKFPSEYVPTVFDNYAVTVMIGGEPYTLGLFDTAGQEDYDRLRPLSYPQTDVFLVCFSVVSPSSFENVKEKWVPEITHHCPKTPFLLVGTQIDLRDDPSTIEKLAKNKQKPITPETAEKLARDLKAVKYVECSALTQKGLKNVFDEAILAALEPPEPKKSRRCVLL
# Rab2A wt mod = changes GTP binding to wildtype dog Rab2A, up or down. GST-Rab2 wt beads, Bodipy-GTP binding, flow cytometry. GTP binding activity, % at 10 µM. hit rate 0.19% among 190,000. AID 760;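 active means GTP binding activity at least 20 points away from 100%, either lowered or raised; inconclusive means signal likely due to the compound's own green fluorescence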;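 further: 0% = beads with excess unlabeled GTP and 100% = no-compound control corrected for plate trend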
# Bcl-XL Bim block = inhibitors of Bim-Bcl-XL interaction, human. Bim peptide-Bcl-XL binding, bead flow cytometry, fluorescence. inhibition, % at 10 µM. hit rate 0.04% among 190,000. AID 1007
# * = called active by the depositor; ? = inconclusive; & = joins results of further samples. Unless noted, no stated cut-off is given here; in the data, active means inhibition above about 40%.
SMILES,Rac1 wt modul,Rab7 wt modul,Bcl-2 Bim block,Rac1 mut GTP,HRas wt GTP bind,Bfl-1 Bim block,Bcl-W Bim block,Bim-Bcl-B,Cdc42 wt GTP,Rab2A wt mod,Bcl-XL Bim block
COc1cc(C2NC(=S)NC(O)(C(F)(F)F)C2C(=O)c2cccs2)cc(OC)c1O (stereo not given),101.0,105.0,-2.0,101.0,103.0,2.0,-1.0,-19.0,106.0,100.0,-5.0
O=C(Oc1cccc(N2C(=O)CCC2=O)c1)C1CC(=O)N(c2ccc(Br)cc2)C1 (stereo not given),104.0,101.0,-8.0,95.0,102.0,-13.0,-1.0,-8.0,102.0,99.0,-6.0
CCOC(=O)C1=C(C)C(c2ccccc2O)NC(=O)N1 (stereo not given),102.0,99.0,-8.0,100.0,99.0,-17.0,-1.0,-9.0,100.0,98.0,-6.0
COc1ccc(N(CC(=O)NCC(C)C)S(=O)(=O)c2ccccc2)cc1,101.0,96.0,0.0,99.0,98.0,-4.0,2.0,0.0,99.0,98.0,2.0
CN(CC(=O)Nc1ccccc1Br)Cc1nc2ccccc2c(=O)[nH]1,108.0,103.0,-12.0,98.0,103.0,-16.0,-3.0,-9.0,103.0,100.0,-7.0
Cc1nn(Cc2ccccc2)c2c1C(c1ccco1)C(C#N)=C(N)O2 (stereo not given),107.0,104.0,0.0,100.0,102.0,-2.0,-1.0,-3.0,104.0,103.0,-5.0
COCCn1cnnc1SCC(=O)c1ccc(S(=O)(=O)N2CCCC2)cc1,99.0,101.0,1.0,95.0,96.0,0.0,-9.0,0.0,96.0,95.0,-4.0
CCOC(=O)C1=C(C)NC(=S)NC1c1cccs1 (stereo not given),106.0,100.0,-11.0,99.0,99.0,-14.0,-6.0,-15.0,101.0,100.0,-8.0
Cc1cc(N2CCN(C)CC2)ccc1NC(=O)c1c2c(nc3ccccc13)CCN(Cc1ccccc1)C2,96.0,100.0,0.0,94.0,95.0,-1.0,1.0,16.0,94.0,95.0,0.0
Cc1ccc(SCC(=O)NCCC2=CCCCC2)cc1,97.0,100.0,-2.0,97.0,99.0,-1.0,-2.0,0.0,99.0,98.0,-3.0
On1nnc2cc(C(F)(F)F)ccc21,95.0,100.0,0.0,95.0,96.0,-1.0,0.0,-2.0,99.0,95.0,-2.0
CCCN1CCN(C(=S)Nc2ccccc2C(F)(F)F)CC1,103.0,102.0,-6.0,98.0,101.0,-4.0,-7.0,-10.0,97.0,102.0,-10.0
Cc1ccc(C(=O)OC2CCS(=O)(=O)c3sccc32)cc1 (stereo not given),102.0,100.0,-11.0,98.0,100.0,-11.0,-3.0,-9.0,101.0,99.0,-8.0
COc1ccc(-c2nc3c4ccccc4ccn3c2C=O)cc1,99.0,95.0,-1.0,96.0,95.0,4.0,-2.0,-1.0,96.0,94.0,-4.0
COc1ccc(OC)c(C2C(C(=O)Nc3ccc(F)cc3)=C(C)Nc3nc(CCCO)nn32)c1 (stereo not given),103.0,101.0,-8.0,96.0,101.0,-5.0,0.0,-6.0,98.0,99.0,-3.0
Cc1ccnc(NC(=S)NC(=O)c2cccs2)c1,100.0,101.0,-7.0,99.0,98.0,-14.0,-4.0,-6.0,98.0,100.0,-8.0
Cc1cc(OC(=O)c2ccccc2Cl)ccc1N1C(=O)CCC1=O,99.0,104.0,-5.0,94.0,97.0,-5.0,-2.0,-5.0,96.0,97.0,-5.0
CC(=O)Nc1cccc2c1C(=O)N(c1ccccc1OC(C)=O)C2=O,102.0,105.0,1.0,97.0,101.0,-2.0,3.0,-1.0,97.0,97.0,1.0
O=C(Nc1ccccc1C(=O)NC1CCCCC1)c1ccco1,102.0,97.0,8.0,95.0,98.0,-1.0,-1.0,-5.0,103.0,99.0,-8.0
Cc1cccc(NC(=O)Nc2ccncc2)c1,97.0,95.0,0.0,96.0,96.0,-3.0,-1.0,-1.0,98.0,98.0,2.0
Cc1ccc(N(C(C)C(=O)NCc2ccncc2)S(C)(=O)=O)cc1C (stereo not given),97.0,95.0,-2.0,96.0,95.0,-1.0,0.0,-1.0,93.0,96.0,-2.0
O=C1c2ccccc2NC(c2cnc3ccccc3n2)N1O (stereo not given),105.0,101.0,-2.0,98.0,103.0,-1.0,-2.0,-1.0,103.0,98.0,0.0
O=C(c1ccccc1)c1c[nH]c(C(=O)NCCCn2ccnc2)c1,102.0,104.0,-3.0,99.0,103.0,-2.0,0.0,2.0,104.0,102.0,1.0
CCN(CC)CCNC(=O)Cn1nc(Cc2cccnc2)c2ccccc2c1=O,109.0,99.0,-1.0,102.0,102.0,-2.0,0.0,0.0,107.0,102.0,-1.0
COc1ccccc1C1(CCNS(=O)(=O)c2ccc(C)cc2)CCOC(C(C)C)C1 (stereo not given),105.0,99.0,-10.0,98.0,101.0,-7.0,-8.0,-15.0,97.0,96.0,-14.0
Cc1cc(=O)oc2cc(OCC3CC(c4ccc(Br)cc4)=NO3)ccc12 (stereo not given),96.0,94.0,0.0,95.0,97.0,-1.0,0.0,1.0,97.0,97.0,1.0
CCOc1ccc(NC(=O)CCC(=O)N/N=C/c2ccc3c(c2)OCO3)cc1,99.0,105.0,0.0,100.0,98.0,-2.0,2.0,-2.0,95.0,94.0,-1.0
COc1ccc(O)c(C(=O)c2cnc3c(c2)c(-c2ccc(F)cc2)c(C#N)c(=O)n3C)c1,95.0,104.0,-3.0,94.0,95.0,-4.0,-3.0,-8.0,98.0,102.0,-4.0
COC(=O)N/N=C/c1ccc(-c2ccc(C)c(Cl)c2)o1,100.0,100.0,-3.0,95.0,95.0,0.0,-1.0,-5.0,99.0,94.0,-1.0
C=CCn1c(C)c(C(C)=O)cc(NC(=O)c2ccccc2)c1=O,101.0,110.0,1.0,100.0,100.0,-5.0,0.0,-1.0,100.0,99.0,0.0
CC1CCC(=NNc2ccc(C(F)(F)F)cc2[N+](=O)[O-])CC1 (stereo not given),99.0,97.0,-1.0,98.0,97.0,-3.0,0.0,-4.0,101.0,96.0,-1.0
CSc1cccc(NC(=O)Nc2ccccc2)c1,101.0,102.0,-5.0,99.0,102.0,-6.0,2.0,-1.0,102.0,102.0,-2.0
CCCCn1c(=O)[nH]c(=O)c2c(C(=O)OCC)cc(-c3cccs3)nc21,92.0,97.0,-4.0,91.0,94.0,0.0,0.0,-6.0,92.0,96.0,-2.0
CC(OC(=O)c1cccnc1Cl)C(=O)Nc1ccc(S(N)(=O)=O)cc1 (stereo not given),100.0,109.0,-6.0,96.0,99.0,-5.0,-5.0,-3.0,92.0,105.0,-1.0
Cc1ccc(C)c(NC(=O)c2ccc(OC(=O)c3ccco3)cc2)c1,92.0,92.0,-1.0,92.0,97.0,0.0,1.0,-1.0,93.0,94.0,0.0
CCOC(=O)c1nn(-c2ccccc2C)c(=O)c(C#N)c1C,98.0,99.0,-8.0,96.0,98.0,-10.0,3.0,-4.0,96.0,97.0,-4.0
CCOC(=O)CNC(=O)c1nn(-c2cccc(OC)c2)c(=O)c2ccccc12,103.0,100.0,-7.0,99.0,99.0,-12.0,4.0,-6.0,102.0,98.0,-3.0
N#CC(C#N)=c1ccc2c(c1)NC1(CCCCC1)N=2,98.0,92.0,-5.0,97.0,94.0,-4.0,0.0,-2.0,98.0,95.0,-4.0
CN1[C@@H](CC(=O)c2ccccc2)CCC[C@H]1C[C@H](O)c1ccccc1,103.0,90.0,0.0&-5.0,96.0,100.0,-3.0&-3.0,-2.0&-3.0,-3.0&-4.0,96.0,96.0,-4.0&-6.0
Oc1cccc(C=NCc2ccccc2)c1,104.0,98.0,-1.0,101.0,101.0,-5.0,4.0,-4.0,101.0,99.0,-5.0
Cc1cccc(N2CCN(C(=O)c3cc4n(n3)C(C(F)(F)F)CC(c3ccco3)N4)CC2)c1C (stereo not given),100.0,98.0,0.0,101.0,103.0,0.0,-1.0,-1.0,102.0,103.0,-3.0
O=C(CSc1nc2ccccc2c(=O)n1-c1ccccc1)NC(=O)CN1CCCC1=O,?,?,2.0,?,?,0.0,0.0,0.0,?,?,-1.0
Cn1ccnc1C(=O)c1cc(=O)c2ccccc2o1,97.0,97.0,1.0,94.0,93.0,-4.0,3.0,-3.0,94.0,94.0,0.0
C(=N\N1CCN(Cc2ccccc2)CC1)/c1cccnc1,101.0,98.0,-5.0,100.0,100.0,-6.0,-7.0,-2.0,98.0,102.0,-9.0
COC(=O)C1=C(C)Nc2c(c(=O)n(C)c(=O)n2C)C1c1ccncc1 (stereo not given),106.0,98.0,0.0,101.0,101.0,4.0,-3.0,-2.0,105.0,98.0,-5.0
O=C(CSc1nnc(-c2ccccc2Cl)o1)Oc1ccc(Br)cc1,97.0,102.0,2.0,96.0,97.0,1.0,0.0,0.0,97.0,98.0,0.0
O=C(OCCN1CCCC1=O)c1cncc(Br)c1,96.0,97.0,-14.0,95.0,97.0,-18.0,-2.0,-7.0,95.0,96.0,-6.0
O=C1NC2(CCCCC2)C(=O)N1CCS(=O)(=O)Oc1ccc(Br)cc1,101.0,108.0,0.0,94.0,100.0,-4.0,1.0,-1.0,96.0,97.0,1.0
Cc1nnc(N/N=C/c2cc([N+](=O)[O-])c(N3CCC(C)CC3)cc2N2CCC(C)CC2)n1N,99.0,101.0,2.0,99.0,99.0,0.0,-1.0,-3.0,99.0,97.0,0.0
CN1C(=O)CC(C(=O)Nc2ccc(F)cc2)SC1=Nc1ccc2c(c1)OCO2 (stereo not given),104.0,98.0,-7.0,98.0,97.0,-12.0,3.0,-12.0,103.0,99.0,-3.0
C=CCn1cc(-c2cccc(Cl)c2)cc(C#N)c1=O,98.0,101.0,-4.0,97.0,101.0,-7.0,-6.0,-8.0,98.0,99.0,-5.0
O=C(CSc1cn(CC(=O)N2CCCCC2)c2ccccc12)NCC1CCCO1 (stereo not given),96.0,103.0,0.0,96.0,96.0,-1.0,-4.0,-8.0,96.0,97.0,-4.0

# Random excerpt: 2 entries already listed.
SMILES,Rac1 wt modul,Rab7 wt modul,Bcl-2 Bim block,Rac1 mut GTP,HRas wt GTP bind,Bfl-1 Bim block,Bcl-W Bim block,Bim-Bcl-B,Cdc42 wt GTP,Rab2A wt mod,Bcl-XL Bim block
CCOC(=O)c1nn(-c2ccccc2C)c(=O)c(C#N)c1C,98.0,99.0,-8.0,96.0,98.0,-10.0,3.0,-4.0,96.0,97.0,-4.0
CSc1cccc(NC(=O)Nc2ccccc2)c1,101.0,102.0,-5.0,99.0,102.0,-6.0,2.0,-1.0,102.0,102.0,-2.0
